sEH inhibitor – blocks human soluble epoxide hydrolase activity; P34913; recombinant human sEH enzymatic activity assay; inhibition, % at 2 µM; 0.34% of 91,000 active; AID 707; in the data active means inhibition above about 80%; further: values of inactives mirror those of a sister screen read the other way; many of its hits are not listed in these tables
Target sequence (P34913 whole entry, looked up): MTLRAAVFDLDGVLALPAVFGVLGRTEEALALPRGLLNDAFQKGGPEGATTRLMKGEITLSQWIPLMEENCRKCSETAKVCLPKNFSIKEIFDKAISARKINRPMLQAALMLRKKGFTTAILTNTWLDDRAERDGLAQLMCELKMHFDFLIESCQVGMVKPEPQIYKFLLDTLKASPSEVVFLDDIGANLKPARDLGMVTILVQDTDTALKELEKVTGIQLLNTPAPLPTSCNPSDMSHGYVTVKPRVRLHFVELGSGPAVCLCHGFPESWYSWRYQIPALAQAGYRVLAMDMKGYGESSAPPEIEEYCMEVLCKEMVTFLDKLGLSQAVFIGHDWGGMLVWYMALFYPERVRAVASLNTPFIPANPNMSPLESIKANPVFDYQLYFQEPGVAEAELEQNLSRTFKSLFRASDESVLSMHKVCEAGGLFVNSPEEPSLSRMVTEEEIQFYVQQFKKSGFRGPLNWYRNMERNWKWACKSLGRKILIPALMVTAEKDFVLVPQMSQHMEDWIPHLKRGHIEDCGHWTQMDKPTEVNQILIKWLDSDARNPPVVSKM
sEH act – soluble epoxide hydrolase (human) activation; 0.04% of 91,000 active; P34913; purified human sEH enzymatic activity, activator screen; activation, % at 2 µM; in the data active means activation above about 37%; further: values of inactives mirror those of a sister screen read the other way
Mac1 fbg inh – inhibitors of human CD11b/CD18 binding to fibrinogen; 0.54% of 93,000 active; P05107+P11215; AID 1497; inhibition, % at 10 µM; K562 CD11b/CD18 adhesion to fibrinogen, ATPlite luminescence; Mn2+ added to activate the integrin;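 active means primary inhibition of 50% or more at 10 µM, then 40% or more on retest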; further: some results filed as inactive read as strong as hits
PostGolgi ctrl – yeast control strain growth, post-Golgi counter-screen; efflux-deficient yeast background strain, growth absorbance A615, 16 h; inhibition, % at 10 µM; 5% of 98,000 active
PostGolgi yeast – growth inhibition of a yeast mutant, post-Golgi transport screen; post-Golgi transport phenotypic cell assay; inhibition, % at 10 µM; 0.9% of 98,000 active;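 further: yeast cells grown in 1536-well plates; yeast grown about 18 h at 30C before absorbance read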
E coli WT exp – growth inhibitors of E. coli BW25113 wild type; OD600 absorbance; growth inhibition, % at 100 µM; 0.15% of 98,000 active; AID 710;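 active means growth inhibition above about 50% at one test dose, limit read from the data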;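 further: growth measured after 20 h incubation at 37 °C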
S1P2 blocker – S1P2 (human) receptor antagonism; O95136; cell-based S1P2 antagonist assay, inhibition at 5 uM; inhibition, % at 5 µM; 0.21% of 97,000 active; in the data active means inhibition above about 45%;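 further: CRE beta-lactamase reporter cells expressing human S1P2 stimulated with S1P; 0% = agonist at EC80 alone and 100% = agonist plus reference antagonist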
S1P2 ag – activates the human S1P2 receptor. O95136. S1P2-expressing cell line, agonist reporter read-out. activation, % at 4.5 µM. 0.46% of 97,000 active; in the data active means activation above about 16%;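 further: 0% = vehicle low control and 100% = maximal reference agonist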
PLAP act – activators of human placental alkaline phosphatase; P05187; AID 696; activation fold at 20 µM; purified PLAP enzyme, luminescent substrate read-out; active compounds read high; 1.2% of 96,000 active; in the data active means activation fold above about 2
Target sequence (P05187 whole entry, looked up): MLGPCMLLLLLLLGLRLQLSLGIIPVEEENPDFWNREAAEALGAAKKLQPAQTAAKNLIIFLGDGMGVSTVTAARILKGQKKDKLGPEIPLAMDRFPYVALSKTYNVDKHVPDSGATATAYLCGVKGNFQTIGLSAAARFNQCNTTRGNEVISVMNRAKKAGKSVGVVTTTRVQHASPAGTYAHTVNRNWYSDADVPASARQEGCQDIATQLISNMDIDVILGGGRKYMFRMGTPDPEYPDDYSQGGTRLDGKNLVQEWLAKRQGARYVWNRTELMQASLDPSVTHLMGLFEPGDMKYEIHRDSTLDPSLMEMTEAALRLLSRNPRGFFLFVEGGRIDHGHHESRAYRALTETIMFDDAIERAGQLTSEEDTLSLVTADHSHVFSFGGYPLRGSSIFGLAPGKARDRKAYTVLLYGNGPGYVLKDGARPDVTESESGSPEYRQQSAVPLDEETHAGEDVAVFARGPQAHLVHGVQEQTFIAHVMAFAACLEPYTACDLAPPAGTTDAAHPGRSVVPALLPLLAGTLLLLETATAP
* marks the source's active call; other numbers are inactive results; x = not tested or not shown. Unless noted, no stated cut-off is given here; in the data, active means inhibition above about 30%; inactive means the rest.

cpd	SMILES	sEH inhibitor	sEH act	Mac1 fbg inh	PostGolgi ctrl	PostGolgi yeast	E coli WT exp	S1P2 blocker	S1P2 ag	PLAP act
1	Cc1ccc(-c2nn(CC(=O)Nc3cccnc3)c(=O)c3ccccc23)cc1	-5	4	-5	0	-7	-8	-12	2	1.9
2	COCCNC(=O)C1c2ccccc2C(=O)N(CCOC)C1c1ccc(F)cc1 (stereo not drawn)	-4	4	-5	23	-3	-1	3	1	1.1
3	Cc1cc(NC(=O)COC(=O)CCCOc2ccc(Cl)cc2C)no1	0	-1	5	-13	12	2	11	-2	0.8
4	Cc1cc(NC(=O)c2ccc3nc(C)sc3c2)no1	1	-1	-6	4	8	1	10	-2	0.8
5	Cc1ccc(NC(=O)CN(c2ccccc2F)S(C)(=O)=O)cc1	8	-3	-5	9	-2	8	17	-7	1
6	Cc1onc(-c2ccccc2)c1C(=O)NCc1cccs1	-2	0	0	1	0	1	9	-3	1
7	O=C(O)c1cccc(CSc2nnc(Cc3ccccc3)o2)c1	-7	6	5	-2	5	7	-2	-7	1.3
8	CCOC(=O)/C=C/C(=O)OCC(=O)Nc1ccc(Cl)cn1	-8	2	-23	10	-3	13	-5	-4	1.2
9	O=C(COC(=O)c1ccco1)Nc1ccc2c(c1)OCCO2	-9	12	-10	1	10	6	-11	1	0.9
10	O=C(c1ccccc1F)N1CCN(c2ncccn2)CC1	-3	3	x	-1	5	-5	-34	-2	1.1
11	Cc1ccc(OCC(=O)Nc2ccc(S(=O)(=O)N3CCN(C)CC3)cc2)cc1	-4	4	x	x	x	x	5	-1	x
12	CCOc1ccccc1C1NC(=O)NC(C)=C1C(=O)OC1CCCCC1 (stereo not drawn)	x	x	-5	28	15	-1	3	-1	0.9
13	O=C1CC(c2ccc(F)cc2)C2=C(CCCC2=O)N1 (stereo not drawn)	5	-4	-6	9	10	1	18	-9	1
14	Cc1nn(C)c(C(=O)NNC(=S)Nc2ccc(F)cc2)c1[N+](=O)[O-]	-10	12	-4	-10	2	6	-20	2	x
15	C/C(N)=C(/C#N)C(=O)CSc1nnc(-c2ccc3c(c2)OCO3)o1	-11	8	-3	-3	8	5	-29	-2	1.2
16	CCNC(=O)c1sc(=S)n(CC)c1N	9	-7	9	1	-5	4	-5	-4	1
17	C=CCNc1nc(N)c(C(=O)c2ccc3c(c2)OCO3)s1	-5	8	-16	10	18	14	-12	-10	0.7
18	O=S(=O)(c1ccc2oc3ccccc3c2c1)N1CCOCC1	-12	9	-1	0	23	-6	-3	-2	1.1
19	Cc1cc(C)n(Cc2ccc(C(=O)NCCC3=CCCCC3)o2)n1	54	-55	1	12	2	-7	6	-5	1.2
20	CC(=O)N1CCc2cc(S(=O)(=O)NC(CC(C)C)C(=O)Nc3cc(C)ccn3)ccc21 (stereo not drawn)	x	x	-18	1	5	-1	x	x	1
21	CCn1nccc1C(=O)Nc1nccs1	-2	0	-32	-7	5	5	14	-6	1
22	CC1(C)C(=O)OC(c2c(F)c(F)c(F)c(F)c2F)C2(CCCCC2)C1=O (stereo not drawn)	-11	10	-29	2	-20	-1	-31	0	0.9
23	COc1ccc(Nc2nc(=O)[nH]nc2C)cc1	2	-2	-8	5	8	3	-7	-6	0.9
24	CC1CCCCC1NC(=O)CN1C(=O)NC(Cc2ccccc2)(Cc2ccccc2)C1=O (stereo not drawn)	6	-5	2	1	-2	8	-13	2	1.4
25	O=C(COc1ccccc1Cl)Nc1nc(-c2cccs2)cs1	14	-13	4	8	-2	-2	11	-5	1.1
26	CC(=O)c1cccc(NC(=O)c2cc(-c3ccc(C)cc3)on2)c1	2	-2	8	-3	-8	-4	-5	-3	0.9
27	O=C(CSc1nnc2ccccn12)NC(=O)NC1CCCC1	2	-2	-5	4	0	7	18	-3	0.9
28	Cc1ccc2cc(CN(Cc3nnnn3C3CCCC3)C3CCCCC3)c(=O)[nH]c2c1C	x	x	-9	3	4	0	x	x	1
29	O=C(Nc1c2c(nn1-c1ccc(F)cc1)CS(=O)C2)C12CC3CC(CC(C3)C1)C2 (stereo not drawn)	10	-8	-6	-7	-2	-3	-3	0	1.8
30	O=C(Cc1c(F)cccc1Cl)N1CCN(C(=O)c2ccco2)CC1	2	2	7	5	-2	0	-12	-3	0.9
31	CCCC(=O)Nc1ccc(NC(=O)c2cccs2)cn1	2	-1	-18	-3	-3	11	-11	-4	0.8
32	CCOC(=O)Cn1c(CN2CCOCC2)nc2c1c(=O)[nH]c(=O)n2C	10	-10	x	11	15	0	24	-4	x
33	Cc1nnsc1Sc1cccc(C(F)(F)F)c1	1	-2	-11	-5	16	7	12	-2	0.8
34	COc1ccc(S(=O)(=O)Nc2cc(C)cc(C)n2)c2ccccc12	-7	9	12	6	-5	0	18	-3	1.3
35	COCC(COCCCNC(=O)Nc1ccc(Br)cc1)OC (stereo not drawn)	x	x	-19	3	11	-17	-8	-3	1
36	Cc1ccc(-n2c(SCC(=O)Nc3ccc4cn[nH]c4c3)nnc2-c2ccco2)cc1	12	-9	-1	14	-2	1	-6	-9	0.8
37	O=C(OC1CCCCC1=O)c1cccc(S(=O)(=O)NCc2ccccc2)c1 (stereo not drawn)	10	-9	21	10	-6	-2	-6	-5	0.9
38	CCC(C)NC(=O)C1CCCN1S(=O)(=O)c1ccc(Cl)cc1 (stereo not drawn)	6	-1	x	x	x	x	-22	-1	x
39	CCC(=O)NC1(C(F)(F)F)C(=O)NC(C)=C1C#N (stereo not drawn)	-9	8	-3	0	-6	-6	9	-2	1.1
40	COC(=O)C1C2C=CC3(CN(c4ccc(Cl)c(F)c4)C(=O)C13)O2 (stereo not drawn)	x	x	15	3	-33	3	x	x	1
41	O=S(=O)(c1cccc(Cl)c1)N1CCCC1	2	3	-19	5	-7	-2	-2	-5	1
42	Cn1c(=O)[nH]c(=O)c2c1nc(N1CCCCC1)n2CCCSc1nc2ccccc2s1	2	1	x	14	-7	-3	-53	14	x
43	Cc1nc(NC(C)C)c2oc3ccccc3c2n1	-6	11	4	4	0	-1	0	-6	1.1
44	CC(C)NC(=O)CSCc1c(F)cccc1Cl	8	-8	x	x	x	x	-6	-3	x
45	COc1ccc(OCCNc2cc(Cl)ccc2[N+](=O)[O-])cc1	-6	6	-55	-2	-3	-10	-1	1	1
46	COc1ccccc1Oc1ccc2c(c1)C(=O)N(c1ccc(Br)c3cccnc13)C2=O	4	-3	2	4	-10	-9	16	-3	1.1
47	Cc1ccc(CNC(=O)CCC(=O)c2cccs2)cc1	-4	5	4	4	1	3	-3	-2	1.1
48	Cc1nc(SCc2cccc(F)c2)[nH]c(=O)c1C#N	x	x	-8	0	0	-15	-12	-8	1.1
49	Cc1cc(C)nc(N(C#N)S(=O)(=O)c2ccc(Br)cc2)n1	-1	4	-13	6	9	-7	-40	-2	0.9
50	O=C(CNC(=O)Cn1ccc2ccccc2c1=O)NCCCN1CCN(c2cccc(Cl)c2)CC1	-11	11	x	-3	-3	8	-11	-4	1.3
51	Cc1nn(C(C)C(=O)Nc2ccc(Cl)cn2)c(C)c1[N+](=O)[O-] (stereo not drawn)	12	-10	-3	2	-8	7	-8	-2	1
52	O=C(NCc1ccccc1)C(c1ccc(F)cc1)N(Cc1ccco1)C(=O)c1ccccn1 (stereo not drawn)	-12	16	10	-3	-5	7	13	-11	1.2
53	NC(=O)CC1(CC(=O)O)CCCCC1	-3	3	-5	-4	-2	-1	17	-4	1.1
54	COc1ccc(OC)c(-n2nnnc2SCC(=O)NCc2ccc3c(c2)OCO3)c1	7	-8	6	-4	13	0	4	-4	1
55	O=C(C1CC(=O)N(C2CCCC2)C1)N1CCN(c2ccc(F)cc2)CC1 (stereo not drawn)	-9	8	x	x	x	x	12	0	x
56	COc1ccccc1C(c1nnnn1Cc1ccccc1)N1CCN(c2nc3ccccc3s2)CC1 (stereo not drawn)	x	x	-8	7	5	-17	x	x	1.5

Structures above that have an aryl methoxy group (six):
cpd	SMILES	sEH inhibitor	sEH act	Mac1 fbg inh	PostGolgi ctrl	PostGolgi yeast	E coli WT exp	S1P2 blocker	S1P2 ag	PLAP act
23	COc1ccc(Nc2nc(=O)[nH]nc2C)cc1	2	-2	-8	5	8	3	-7	-6	0.9
34	COc1ccc(S(=O)(=O)Nc2cc(C)cc(C)n2)c2ccccc12	-7	9	12	6	-5	0	18	-3	1.3
45	COc1ccc(OCCNc2cc(Cl)ccc2[N+](=O)[O-])cc1	-6	6	-55	-2	-3	-10	-1	1	1
46	COc1ccccc1Oc1ccc2c(c1)C(=O)N(c1ccc(Br)c3cccnc13)C2=O	4	-3	2	4	-10	-9	16	-3	1.1
54	COc1ccc(OC)c(-n2nnnc2SCC(=O)NCc2ccc3c(c2)OCO3)c1	7	-8	6	-4	13	0	4	-4	1
56	COc1ccccc1C(c1nnnn1Cc1ccccc1)N1CCN(c2nc3ccccc3s2)CC1 (stereo not drawn)	x	x	-8	7	5	-17	x	x	1.5

Further results
cpd	SMILES	sEH inhibitor	sEH act	Mac1 fbg inh	PostGolgi ctrl	PostGolgi yeast	E coli WT exp	S1P2 blocker	S1P2 ag	PLAP act
57	Nc1nc(NC(=O)c2cccs2)nn1-c1ccccc1	3	-1	-28	25	4	2	-3	-5	1.2
58	CCOC(=O)N1CCN(C(=O)CS(=O)(=O)c2cn(Cc3cccc(F)c3)c3ccccc23)CC1	8	-9	4	5	3	-6	2	-5	1.1
59	COCc1cc(=O)n2c(-c3ccccc3OC)n[nH]c2n1	x	x	-15	1	20	-6	x	x	1
60	CN(C)c1oc(-c2ccccc2F)nc1C#N	-13	12	3	-1	9	5	-1	-7	0.9
61	CC(C)CNC(=O)c1cccc(C(=O)NCC(C)C)c1	16	-13	16	20	6	4	-11	-2	1.2
62	COCCOc1nc2c(c(=O)n(C)c(=O)n2C)n1Cc1cccc(OC)c1	14	-15	19	14	-3	-3	17	-7	1
63	Cc1nc2cc(Cl)ccc2n1-c1ccccc1	-2	0	1	17	5	3	-10	1	1
64	CC1(C)Cc2c(sc3nc(NCCN4CCOCC4)n4ncnc4c23)CO1	-1	0	-9	11	7	-2	-6	-3	1.2
65	COc1ccc(C2C(C(=O)O)c3ccccc3C(=O)N2C)cc1Br (stereo not drawn)	x	x	8	-6	8	2	x	x	1.3
66	CCN1CCN(C(=O)c2oc(=O)c3ccccc3c2-c2ccc(C)cc2)CC1	x	x	-4	1	-2	6	x	x	1.2
67	CC(C)(C)c1ccc(-c2nnc3sc(-c4ccccn4)nn23)cc1	9	-9	-15	35*	-3	-22	-6	-6	1.5
68	CC(=O)c1ccc(OC(=O)c2cccs2)cc1	2	0	-4	8	-3	5	-14	-5	0.8
69	Cn1c(C(=O)NCCN2CCOCC2)cc2c(=O)n(C)c3ccccc3c21	x	x	-4	18	-5	8	-24	-1	1.4
70	COc1ccccc1NC(=O)CC1C(=O)NCCN1C(=O)Nc1ccccc1 (stereo not drawn)	-2	1	-14	3	-8	-3	-6	-2	0.8
71	COc1ccc(CCC(C)Nc2ccc(F)cc2)cc1 (stereo not drawn)	-8	6	x	4	-8	-3	11	-3	x
72	CCOC(=O)c1cccc(NC(=O)CSc2nnc(-c3ccoc3C)n2CC)c1	6	-6	0	9	3	-5	23	-8	1
73	Fc1ccc(-c2nnc(CSc3nnc(-c4ccc5c(c4)OCO5)o3)o2)cc1	-13	14	8	7	5	-5	5	-5	1.2
74	Cc1c(NC(=O)Nc2ccc(Cl)c(Cl)c2)c(=O)n(-c2ccccc2)n1C	x	x	-7	12	-1	13	x	x	1
75	O=C(CC1CCCCC1)NCCCN1CCOCC1	-6	5	1	-6	-9	4	4	-8	1
76	COc1ccc(OC)c(NC(=O)CSc2nnc(CNc3ccc(F)cc3)o2)c1	-15	16	4	1	10	1	5	-4	1.2
77	CCOC(=O)c1ccccc1OCc1cc(/C=N/n2cncn2)ccc1OC	17	-16	x	3	2	-27	-28	-4	x
78	Cc1n[nH]c(C)c1S(=O)(=O)N1CCC(C(=O)O)CC1	x	x	-4	1	1	-7	13	-6	0.9
79	Cc1nn(Cc2ccc(Cl)cc2Cl)c(Cl)c1/C=C/C(=O)OCC(=O)NCC(F)(F)F	18	-18	28	10	-2	-7	-2	-6	0.9
80	Cc1ccc(S(=O)(=O)N2CCOCC2)cc1C(=O)NCc1ccc(F)cc1	8	-10	2	-7	5	-31	-13	-3	1.8
81	CCC(=O)Nc1nonc1-c1nc2ccccc2n1CC(C)C	x	x	7	24	5	-7	x	x	1.2
